Compound activity from PubChem BioAssay.
GALK inhibitor – inhibitors of human galactokinase | Purified GALK, Kinase-Glo residual ATP luminescence | 270,000 tested, 0.007% active | P51570 | AID 1868 | Potency, µM (highest dose often 57.5 µM), inactives show top-dose activity change, negative = inhibition, hits mostly inhibitors; further: potency means the concentration at half of the fitted maximal effect; on the % scale 0 is the no-effect control and ±100 the full control effect
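The enzyme phosphorylates galactose (100 uM) using ATP (35 uM); inhibition is detected as higher residual ATP, quantified by bioluminescence after 1 h reaction at room temperature, pH 8.0.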
ASM inhibitor – human S-ASM enzyme inhibition | placental ASM, HMU-PC fluorogenic substrate, 60 min | Potency, µM (doses to about 57.5 µM), for inactives: top-dose activity change, negative = inhibition, usual class: inhibitors | AID 504937 | P17405 | 340,000 tested, 0.006% active; further: potency means the concentration at half of the fitted maximal effect
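Steps: dispense placental human ASM, pin compound, wait 10 min at room temperature, add HMU-PC0 substrate at 9 uM final, incubate 60 min at 37 °C, add stop solution raising pH to 10, read fluorescence.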
hERG WT inh – KCNH2 (human, wildtype) channel inhibition. U2OS, BacMam KCNH2, thallium flux FluxOr; stronger effect = lower value. activity change, % at 1.84 µM. 340,000 tested, 0.37% active. Q12809;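 active means maximum activity change below -70%; inconclusive means maximum activity change between -70% and -50%; inactive means maximum activity change above -50%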; further: on the % scale 0 is the no-effect control and ±100 the full control effect
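U2OS cells were transduced with wild-type KCNH2 virus (2.03 x 10^8 / mL) for 4 h at room temperature, then cultured overnight at 37 C. Thallium flux was read with FluxOr dye. Rate constants were normalized to DMSO controls.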
Mito fusion act – inhibitors of mitochondrial division or activators of mitochondrial fusion; S. cerevisiae fusion-defective mutant growth rescue, CellTiterGlo 48 h; Potency, µM (highest dose often 46.1 µM), inactives show at the highest dose growth rescue (activation), usual class: activators; 320,000 tested, 0.23% active;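 further: potency means the concentration at half of the fitted maximal effect; % of control where 0% means no effect; nearly all actives have a fitted effect of over 45% in size; temperature-sensitive fusion mutants such as fzo1-1 at 37 °C on non-fermentable ethanol glycerol medium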
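Luminescent cell viability in 1536-well qHTS format served as the measure of rescued growth in ts fusion-mutant S. cerevisiae cultured on non-fermentable YPEG for 48 hours at 37C.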
TSHR antagonist – blocks TSH signaling through the human TSH receptor | 330,000 tested, 0.2% active | P16473 | AID 504810 | TSHR-expressing cells, TSH-stimulated cAMP HTRF, 2 h; stronger effect = lower value | activity change, negative = inhibition, % at 11.5 µM;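 active means activity change below a set negative limit, meaning inhibition stronger than a set level, cut at about -70% in these data; inconclusive means activity change between two set negative limits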; further: on the % scale 0 is the no-effect control and ±100 the full control effect
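Competitive HTRF cAMP read-out (cryptate anti-cAMP antibody, cAMP-d2; 30 min, room temperature) in freshly harvested TSHR cells. Compounds added before TSH at EC80 (4nM final), followed by 2 hours' incubation at 37 deg C.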
PKM2 act – increases activity of human pyruvate kinase M2; purified PKM2, Kinase-Glo ATP luminescence, activation; response scale: 0% is enzyme alone, no compound; 260,000 tested, 0.34% active; Potency, µM (top dose mostly 57.5 µM), without a hit: at the highest dose activation, most hits filed as activators; P14618; further: potency means the concentration at half of the fitted maximal effect; on the % scale 0 is the no-effect control and ±100 the full control effect; nearly all actives have a fitted effect of over 55% in size
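Purified hPK-M2 (>95% pure) converted ADP (0.1 mM final) to ATP with 0.5 mM PEP in 50 mM imidazole pH7.2, KCl, MgCl2, Tween 20, BSA; 1 h at room temperature. ATP detected by Kinase-Glo luminescence.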
USP2a block – USP2a (human) protease inhibition | 330,000 tested, 0.01% active | AID 463254 | Potency, µM (titrated, usually from 38.3 µM), without a hit: top-dose activity change, negative = inhibition, usual class: inhibitors | O75604 | USP2 core, Ub-CHOP2 coupled fluorogenic reporter, 485/531;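 further: potency means the concentration at half of the fitted maximal effect; plate controls were DMSO wells for no effect and full inhibition by NEM control for full effect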
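USP2 core (10nM final) preincubated 30min RT with compound in 20mM Tris-HCl pH 8.0, 2mM CaCl2, 2mM beta-mercaptoethanol, 0.05% CHAPS; 25nM Ub-CHOP2 plus 25nM reporter substrate added, fluorescence (Ex485/Em531) read after 60min.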
MBNL1 CUG block – inhibitors of human MBNL1 binding to CUG repeat RNA; Q9NR56; TR-FRET MBNL1-His/biotin-(CUG)12 binding, 665/545 ratio; Potency, µM (series often up to 57.5 µM), without a hit: at the highest dose activity change, negative = inhibition, actives largely listed as inhibitors; 280,000 tested, 0.036% active; active means well fitted inhibition curve with a large enough effect in the signal ratio, with a control signal flat, not every such curve was filed as active; inconclusive means small, poorly fitted or top-dose-only effect, or effect the other way, or a change in a side signal; inactive means no such curve, though single readings can be large or run the other way; the % refers to the signal ratio; further: potency means the concentration at half of the fitted maximal effect; on the % scale 0 is the no-effect control and ±100 the full control effect
Target sequence (Q9NR56 whole entry, looked up): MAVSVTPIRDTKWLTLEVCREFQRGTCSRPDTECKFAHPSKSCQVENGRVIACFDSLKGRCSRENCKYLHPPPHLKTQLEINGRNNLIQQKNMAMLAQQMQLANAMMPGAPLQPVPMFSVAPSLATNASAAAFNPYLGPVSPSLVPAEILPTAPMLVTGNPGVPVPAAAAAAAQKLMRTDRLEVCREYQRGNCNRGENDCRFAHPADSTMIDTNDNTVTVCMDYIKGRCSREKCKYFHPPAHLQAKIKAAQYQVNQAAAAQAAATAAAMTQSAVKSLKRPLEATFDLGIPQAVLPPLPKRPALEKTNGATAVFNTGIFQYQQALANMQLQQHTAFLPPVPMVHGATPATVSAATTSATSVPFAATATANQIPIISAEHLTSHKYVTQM
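Compounds (final 92 nM to 58 uM) are added to His-tagged MBNL1 and biotin-(CUG)12, then terbium anti-His antibody and streptavidin-XL665 (5 nM final). After 60 min at room temperature, the 665/545 nm ratio is read.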
Menin MLL FP TR – displaces Texas Red mutant MLL peptide from human menin | O00255 | Menin + Texas Red MLL mutant peptide, fluorescence polarization | Potency, µM (titrated, usually from 61.6 µM), without a hit: at the highest dose FP activity change, negative = inhibition, hits mostly inhibitors | 270,000 tested, 0.23% active | AID 1768; active means well fitted inhibition curve with a large enough effect in the polarisation, with a control signal flat, not every such curve was filed as active; inconclusive means small, poorly fitted or top-dose-only effect, or effect the other way, or a change in a side signal; inactive means no such curve, though single readings can be large or run the other way; the % refers to the polarisation; further: potency means the concentration at half of the fitted maximal effect; % of control where 0% means no effect; many of its hits are not listed in these tables
Target sequence (O00255 whole entry, looked up): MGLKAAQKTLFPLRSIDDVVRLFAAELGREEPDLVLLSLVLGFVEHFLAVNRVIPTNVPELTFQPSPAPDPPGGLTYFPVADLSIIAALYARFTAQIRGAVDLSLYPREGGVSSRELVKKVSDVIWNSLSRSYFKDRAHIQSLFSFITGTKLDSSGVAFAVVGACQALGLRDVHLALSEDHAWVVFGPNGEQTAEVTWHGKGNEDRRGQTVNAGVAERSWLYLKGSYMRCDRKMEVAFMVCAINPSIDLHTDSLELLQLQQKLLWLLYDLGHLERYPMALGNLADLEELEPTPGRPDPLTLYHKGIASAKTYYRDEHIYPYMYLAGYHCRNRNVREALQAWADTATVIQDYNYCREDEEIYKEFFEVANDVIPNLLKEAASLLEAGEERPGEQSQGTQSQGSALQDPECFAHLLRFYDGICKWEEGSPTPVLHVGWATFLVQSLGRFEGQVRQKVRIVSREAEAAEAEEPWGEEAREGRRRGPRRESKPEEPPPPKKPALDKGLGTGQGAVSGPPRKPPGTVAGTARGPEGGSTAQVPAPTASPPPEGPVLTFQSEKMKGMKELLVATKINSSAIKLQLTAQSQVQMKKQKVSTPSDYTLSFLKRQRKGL
Chronic BCR inh – inhibitors of chronic active B-cell receptor signaling; ABC-DLBCL IkBa-CBG/CBR reporter, luminescence ratio, 4 h; Potency, µM (top dose mostly 46.1 µM), without a hit: top-dose ratio change, negative = lower green/red ratio, most hits filed as inhibitors; 340,000 tested, 0.05% active; active means well fitted inhibition curve with a large enough effect in the signal ratio, with a control signal flat, not every such curve was filed as active; inconclusive means small, poorly fitted or top-dose-only effect, or effect the other way, or a change in a side signal; the % refers to the signal ratio;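 further: potency means the concentration at half of the fitted maximal effect; plate controls were basal doxycycline-induced cells for no effect and cells given 10 µM MG132 for full effect; MG132 reads +100%, hits lower the ratio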
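TMD8 human ABC-DLBCL cells with doxycycline-inducible IκBα–green luciferase fusion and unfused red luciferase, in 0.5% FBS medium; compounds up to 46 uM, 4 h at 37C. Green/red luminescence ratio, filter-overlap corrected, fitted to concentration-response curves.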
Eya2 inh – inhibitors of human Eya2 phosphatase activity; 330,000 tested, 0.006% active; O00167; recombinant Eya2, OMFP fluorescence dephosphorylation (OMFP is methylfluorescein phosphate); Potency, µM (series often up to 76.9 µM), inactives show top-dose activity, negative = inhibition, actives largely listed as inhibitors; further: potency means the concentration at half of the fitted maximal effect; on the % scale 0 is the no-effect control and ±100 the full control effect
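Eya2 (0.2 uM) preincubated 10 min at ambient with compound, then OMFP substrate added at 50 uM; 10 min reaction in 50 mM HEPES pH 7.5, 50 mM NaCl, 5 uM MgCl2, 0.05% BSA, 1 mM DTT. Fluorescence read at Ex 485/Em 525 nm.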
* marks the source's active call; other numbers are inactive results; ? = inconclusive; . = no result given; [ ] = another dose, or the depositor's remark. Unless noted, the call rests on the fitted dose curve; in most records, active means well fitted curve in the direction sought with a large enough effect; inconclusive means small, poorly fitted or top-dose-only effect, or another doubt; inactive means no such curve, though single readings can be large; an effect the other way counts as inactive or inconclusive. Only part of the results is shown; count on the stated rates, not on these rows.

Start of the data: the first 3 compounds, ahead of the listing:
Compound	GALK inhibitor	ASM inhibitor	hERG WT inh	Mito fusion act	TSHR antagonist	PKM2 act	USP2a block	MBNL1 CUG block	Menin MLL FP TR	Chronic BCR inh	Eya2 inh
CC1(C)C2CCC(C2)C1C/C=N/NC(N)=S (stereo unspecified)	-2%	-2%	-1	0%	4	-1%	2%	.	.	?	-6%
COc1ccc(-c2cc(C(=O)N3CCN(c4ccc(F)cc4)CC3)no2)cc1	-2%	-1%	-9	-7%	-27	0%	1%	-1%	2%	2%	3%
COc1ccc(C2CC(c3cccc(C)c3)n3nc(N)nc3N2)cc1 (stereo unspecified)	0%	19%	6	-8%	27	3%	2%	-2%	1%	7%	-17%

All compounds of this part, previewed entries included:
Compound	GALK inhibitor	ASM inhibitor	hERG WT inh	Mito fusion act	TSHR antagonist	PKM2 act	USP2a block	MBNL1 CUG block	Menin MLL FP TR	Chronic BCR inh	Eya2 inh
CC1(C)C2CCC(C2)C1C/C=N/NC(N)=S (stereo unspecified)	-2%	-2%	-1	0%	4	-1%	2%	.	.	?	-6%
COc1ccc(-c2cc(C(=O)N3CCN(c4ccc(F)cc4)CC3)no2)cc1	-2%	-1%	-9	-7%	-27	0%	1%	-1%	2%	2%	3%
COc1ccc(C2CC(c3cccc(C)c3)n3nc(N)nc3N2)cc1 (stereo unspecified)	0%	19%	6	-8%	27	3%	2%	-2%	1%	7%	-17%
Cc1cc(=O)c(C(=O)Nc2cccc(N3CCCC3=O)c2)nn1-c1ccccc1Cl	.	0%	-1	3%	.	.	1%	.	.	?	-16%
COc1ccc(N2CCN(C(=O)c3ccc(CNc4c(N5CCOCC5)c(=O)c4=O)cc3)CC2)cc1	.	0%	9	0%	-9	0%	2%	-2%	9%	2%	-6%
CCCN1CCC(NC(=O)Cc2ccccc2OC)CC1	-1%	1%	10	4%	-3	3%[11.5 µM]	0%	-11%	9%	-1%	-1%
CC(C(=O)NCc1ccccc1)N1C(=O)C2CC=C(Cl)CC2C1=O (stereo unspecified)	-2%	-1%	-2	4%	.	3%	2%	-7%	-17%	3%	-18%
CN(C)CCN1C(=O)C(O)=C(C(=O)c2ccco2)C1c1ccccc1F (stereo unspecified)	0%	0%	-3	-3%	1	0%	3%	0%	-4%	11%	4%
CC(C)c1ccc(NC(=O)C2=CC=CN3CCS(=O)(=O)N=C23)cc1	.	-5%	2	-3%	0	.	-1%	.	.	?	21%
CC1CN(c2oc(-c3ccco3)nc2S(=O)(=O)c2ccccc2)CC(C)O1 (stereo unspecified)	0%	1%	-14	0%	10	-2%	1%	2%	-10%	1%	-1%

2 entries from above, with each value named.
COc1ccc(-c2cc(C(=O)N3CCN(c4ccc(F)cc4)CC3)no2)cc1
  GALK inhibitor: -2%
  ASM inhibitor: -1%
  hERG WT inh: -9
  Mito fusion act: -7%
  TSHR antagonist: -27
  PKM2 act: 0%
  USP2a block: 1%
  MBNL1 CUG block: -1%
  Menin MLL FP TR: 2%
  Chronic BCR inh: 2%
  Eya2 inh: 3%
COc1ccc(C2CC(c3cccc(C)c3)n3nc(N)nc3N2)cc1 (stereo unspecified)
  GALK inhibitor: 0%
  ASM inhibitor: 19%
  hERG WT inh: 6
  Mito fusion act: -8%
  TSHR antagonist: 27
  PKM2 act: 3%
  USP2a block: 2%
  MBNL1 CUG block: -2%
  Menin MLL FP TR: 1%
  Chronic BCR inh: 7%
  Eya2 inh: -17%

Continuation:
Compound	GALK inhibitor	ASM inhibitor	hERG WT inh	Mito fusion act	TSHR antagonist	PKM2 act	USP2a block	MBNL1 CUG block	Menin MLL FP TR	Chronic BCR inh	Eya2 inh
CCOc1ccccc1N1CCN(C(=O)c2ccc3c(c2)OCO3)CC1	-3%	.	5	3%	10	-2%	1%	-2%	.	-1%	-13%
O=C(CNc1cc(S(=O)(=O)N2CCOCC2)ccc1NCC1CCCO1)Nc1ccccc1F (stereo unspecified)	-2%	-4%	3	1%	-6	1%	2%	-2%	.	?	-8%
O=C(CN1CSCC1=O)N1CCN(S(=O)(=O)c2cccc(F)c2)CC1	.	0%	1	-3%	15	.	0%	.	.	1%	-11%
COc1ccc(NC(=O)CS(=O)CC(=O)NCc2cccc(C(F)(F)F)c2)cc1 (stereo unspecified)	7%	2%	-7	-4%	6	-5%	-1%	-6%	-3%	0%	1%
CCCCCC(=O)NNC(=S)NC(=O)c1ccc([N+](=O)[O-])cc1	11%	0%	-11	-1%	2	-21%	2%	.	13%	?	-30%
Cc1ccc(C(=O)NCc2nnc(SCC(=O)NC(C)c3ccccc3)n2C)cc1 (stereo unspecified)	1%	-4%	-5	-3%	1	3%	-1%	-8%	-14%	-1%	?
COc1cc(NC(=O)c2ccc3nsnc3c2)cc(OC)c1OC	0%	-4%	-3	0%	-4	.	3%	?	19%	2%	-2%
COc1ccc(NC(=O)c2[nH]ncc2[N+](=O)[O-])cc1	-2%	-1%	-24	-5%	-21	7%	0%	.	-10%	?	3%
Cc1nn(-c2ccccc2)c(C)c1C(=O)OCC(=O)NC(=O)NC1CCCC1	0%	0%	3	0%	15	2%	3%	-1%	-18%	?	8%
COc1ccccc1/C=C/C(=O)c1ccc(Cl)cc1	0%	4%	4	0%	-9	-9%	-7%	1%	-11%	?	8%

Next results.
Compound	GALK inhibitor	ASM inhibitor	hERG WT inh	Mito fusion act	TSHR antagonist	PKM2 act	USP2a block	MBNL1 CUG block	Menin MLL FP TR	Chronic BCR inh	Eya2 inh
O=C(NC(=S)Nc1ccc2cn[nH]c2c1)c1ccccc1	-1%	-1%	-6	-3%	-11	1%	4%	20%	15%	?	-3%
COc1ccccc1CNC(=O)COC(=O)c1ccc(S(=O)(=O)N2CCCC2)cc1	-1%	2%	-10	1%	10	?	3%	-7%	-20%	2%	0%
COc1ccc2nc(NC(=O)Cn3cnc4ccccc4c3=O)sc2c1	-3%	7%	3	0%	-7	-8%	-6%	2%	.	?	-25%
COc1ccc(N/C=C2/Sc3ccccc3NC2=O)cc1	4%	-1%	.	5%	10	7%	-3%	-3%	?	?	-11%
O=C(CSc1n[nH]c(-c2cccnc2)n1)Nc1ccc([N+](=O)[O-])cc1Br	-1%	-2%	12	2%	1	13%	2%	?	14%	7%	4%
Cc1ccccc1C(=O)Nc1ccccc1-c1nnn(CC(=O)Nc2ccc3c(c2)OCCO3)n1	3%	-3%	5	1%	23	2%	0%	-11%	?	-7%	-13%
CC(=O)c1ccc(N2CCN(C(=O)CCCc3nc4ccccc4s3)CC2)cc1	.	-2%	0	1%	-9	-4%	3%	-1%	-6%	1%	8%
CCOC(=O)C1=C(COC(=O)CC(C)c2ccccc2)NC(=O)NC1C (stereo unspecified)	.	6%	-2	0%	-6	.	0%	.	.	2%	-14%
Cc1nc(-c2cccc(NS(=O)(=O)c3cccc4ccccc34)c2)cs1	-3%	-16%	-5	5%	7	21%	1%	-2%	.	?	-3%
CCc1cc(=O)oc2cc(C)cc(OC(C)C(=O)NC3CCN(Cc4ccccc4)CC3)c12 (stereo unspecified)	0%	0%	2	-2%	8	1%[0.46 µM]	4%	5%	-20%	0%	-18%
c1ccc2c(c1)[nH]c1ccncc12	.	10%	2	-5%	4	.	-1%	.	.	-18%	4%
Cc1ccc(N2CC(C(=O)Nc3ccccn3)CC2=O)cc1 (stereo unspecified)	0%	6%	-11	0%	22	4%	2%	-3%	8%	0%	5%
COc1ccc(NC(=O)c2cc(C3CC3)nc3c2cnn3C(C)C)cc1OC	.	-7%	10	7%	-13	.	0%	.	.	?	-4%
